# Source: PubChem (The Scripps Research Institute Molecular Screening Center)
# OXTR potentiate – potentiates the human oxytocin receptor response. CHO-OTR cells, Fluo-8 calcium fluorescence, potentiator mode; 0% = oxytocin EC15, 100% = EC100. P30559. 320,000 compounds, 0.061% hits. activation, % at 3 µM;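 active means activation above that plate's cutoff, the mean activation of tested compounds plus 3 SD, cut at about 6.6% in these data, passing the limit was not always enough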;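 further: 100% uses oxytocin at 75 nM as the full agonist control; some results filed as inactive read as strong as hits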
# Target sequence (P30559 whole entry, looked up): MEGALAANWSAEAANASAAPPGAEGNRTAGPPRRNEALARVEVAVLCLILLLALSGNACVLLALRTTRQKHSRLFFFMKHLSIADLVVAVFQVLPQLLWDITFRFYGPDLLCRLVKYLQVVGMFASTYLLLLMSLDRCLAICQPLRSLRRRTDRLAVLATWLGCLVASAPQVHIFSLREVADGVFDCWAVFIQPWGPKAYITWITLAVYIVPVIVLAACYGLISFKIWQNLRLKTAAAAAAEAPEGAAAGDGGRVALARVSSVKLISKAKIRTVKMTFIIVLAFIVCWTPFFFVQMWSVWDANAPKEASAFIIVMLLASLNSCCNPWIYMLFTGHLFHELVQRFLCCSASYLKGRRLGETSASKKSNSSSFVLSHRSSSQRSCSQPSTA
#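 Assay system: CHO cell line stably expressing human OTR. Reagent: EC15 oxytocin agonist. Dosing: single dose, 3.0 µM nominal final compound concentration. Timing: compound 6 min at room temperature before oxytocin, 100 s read. Signal: kinetic Fluo-8 calcium fluorescence. Controls: oxytocin EC15 low and EC100 high.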
# GPR7 antag – blocks human GPR7 receptor signaling. 290,000 compounds, 1.1% hits. P48145. inhibition, % at 4.4 µM. GPR7-expressing cells, fluorescence antagonist assay. AID 1861; in the data active means inhibition above about 16%, passing the limit was not always enough;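 further: cells stimulated with the agonist NPW; 0% = agonist with vehicle and 100% = vehicle without agonist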
# CHO parental Ca – signal in parental CHO cells, OX1R antagonist counter-screen. parental CHO-K1, ATP-induced calcium, Fluo-8 fluorescence. inhibition, % at 5.6 µM. 330,000 compounds, 0.63% hits. AID 463079;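 active means inhibition above that plate's mean sample inhibition plus 3 SD, cut at about 26% in these data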;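 further: 0% = ATP-challenged DMSO wells and 100% = DMSO wells without ATP; some compounds past the cut are filed as inactive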
#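 Material – parental CHO cells · Reagent – ATP stimulus · Compound – single nominal dose of 5.6 µM per compound · Detection – Fluo-8 fluorescence · Read-out basis – percent inhibition of calcium signal · Controls – ATP-challenged DMSO wells low, unchallenged DMSO wells high · Repeats – no replicates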
# OXTR agonist – activates the human oxytocin receptor | CHO-OTR cells, Fluo-8 calcium fluorescence; normalized: DMSO 0%, oxytocin 100% | activation, % at 3 µM | 320,000 compounds, 0.32% hits;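 active means activation above the mean of all tested compounds plus 3 SD, cutoff set per screening run, cut at about 20% in these data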;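 further: peak over basal fluorescence ratio from a 100 s FLIPR kinetic read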
# TAAR1 antagonist – antagonists of human TAAR1; CHO RD-HGA16 TAAR1, Fluo-8 calcium fluorescence, antagonist; inhibition, % at 3 µM; 360,000 compounds, 1.5% hits; AID 624466;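 active means inhibition above a per-plate cutoff, the mean inhibition of test compounds on that plate plus 3 SD, cut at about 49% in these data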;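 further: 0% = DMSO plus EC80 beta-PEA response and 100% = DMSO alone without agonist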
#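 Test system: hTAAR1-expressing CHO RD-HGA16 cells, Gα16-coupled; Probe or stimulus: EC80 β-phenethylamine stimulus; Compound dosing: single nominal final test compound concentration of 3 µM; Timing: 140 s kinetic read after compound, 140 s after agonist; Signal: Fluo-8 calcium-sensitive fluorescence; Measure: % inhibition of agonist calcium response; Controls: DMSO and EC80 PEA controls.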
# V1aR counter – V1a receptor agonism, counter-screen for OXTR agonists. CHO-V1R cells, Fluo-8 calcium fluorescence, agonist mode; 0% DMSO, 100% 3 nM vasopressin. activation, % at 3 µM. 320,000 compounds, 0.25% hits. AID 2797;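 active means activation above the mean activation of all tested compounds plus 3 SD, per screening run, cut at about 20% in these data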;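 further: signal is peak over basal fluorescence ratio across a 100 second FLIPR read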
# Target sequence (P37288 whole entry, looked up): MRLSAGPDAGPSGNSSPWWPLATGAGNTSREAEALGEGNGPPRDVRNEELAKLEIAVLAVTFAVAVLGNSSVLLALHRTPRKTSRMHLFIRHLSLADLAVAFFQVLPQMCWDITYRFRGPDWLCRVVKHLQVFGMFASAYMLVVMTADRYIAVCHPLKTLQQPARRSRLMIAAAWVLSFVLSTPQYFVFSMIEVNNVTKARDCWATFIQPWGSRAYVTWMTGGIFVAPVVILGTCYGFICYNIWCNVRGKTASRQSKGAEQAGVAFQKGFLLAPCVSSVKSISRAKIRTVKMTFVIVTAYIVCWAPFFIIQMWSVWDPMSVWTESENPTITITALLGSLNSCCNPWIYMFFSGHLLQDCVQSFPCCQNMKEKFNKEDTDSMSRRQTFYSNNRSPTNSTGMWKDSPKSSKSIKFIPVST
# M1 PAM parental – nonselective activator or artifact in parental CHO-K1 calcium assay; 360,000 compounds, 0.02% hits; ATP EC20, Fluo-8 calcium fluorescence; 0% at ATP EC20, 100% at ATP max; activation, % at 3 µM;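 active means activation above the run cutoff, the mean activation of all test compounds plus 3 SD, cut at about 40% in these data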;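 further: peak over basal fluorescence ratio in a 140 s read after ATP addition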
# CHO-K1 Ca ag – M1 agonist counterscreen hit in parental CHO-K1 cells; activation, % at 3 µM; AID 602248; Fluo-8 calcium fluorescence; scaled to maximal ATP response, vehicle zero; 360,000 compounds, 0.48% hits; in the data active means activation above about 15%;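 further: untransfected CHO-K1 host cells lacking M1 receptor as counterscreen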
# CHO-K1 Ca antag – counter-screen for M1 antagonists: effect in parental CHO-K1 cells. ATP-induced calcium, Fluo-8 fluorescence. inhibition, % at 3 µM. 360,000 compounds, 0.6% hits. AID 602250;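 active means inhibition above a per-plate cutoff, the plate's mean sample inhibition plus 3 SD, cut at about 24% in these data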;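 further: 0% = DMSO plus EC80 ATP and 100% = DMSO alone without ATP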
# * hit, by the source's call; . = no result given.
SMILES,OXTR potentiate,GPR7 antag,CHO parental Ca,OXTR agonist,TAAR1 antagonist,V1aR counter,M1 PAM parental,CHO-K1 Ca ag,CHO-K1 Ca antag
CC(C)c1nnc(NC(=O)C2CCN(S(=O)(=O)c3ccc(-n4cnnn4)cc3)CC2)s1,-4,-5,1,-0.2,-15,1.0,17,1.2,-14
Oc1ccc(N=Nc2ccc3c(c2)OCCO3)c2cccnc12,-6,-6,45*,1.8,83*,-1.0,6,2.7,-6
Cc1cc(NC(=O)CSCC(=O)OC(C)C(=O)N(C)Cc2ccccc2)no1 (stereo unspecified),0,.,-14,-0.3,-13,-0.2,18,1.3,-5
Cc1ccc(-c2nn(-c3ccccc3)cc2C(=O)NCC(c2cccs2)N2CCOCC2)cc1 (stereo unspecified),-13,.,-22,-0.8,34,-0.8,-20,-0.2,10
CN(C1=C(NC(=O)c2ccc(Cl)cc2)C(=O)c2ccccc2C1=O)c1ccccc1,0,-13,-20,-2.4,-32,-1.3,14,-1.4,-3
CCn1cc(C(=O)NC(=S)Nc2ccccc2[N+](=O)[O-])cn1,-10,-6,-2,1.8,-2,5.0,9,2.5,-9
COC(=O)c1cc(C(=O)c2c(C)cc3ccccn23)cc([N+](=O)[O-])c1,-5,-9,-28,-2.4,-4,-0.4,18,-1.2,-27
Cc1nn(C)c(Cl)c1CN1CCC(n2nccc2NC(=O)C2CCCC2)CC1,.,-16,.,.,-14,.,-16,0.3,-4
Cc1ccc(-n2c(=O)c3ccc(C(=O)NCc4ccco4)cc3n(Cc3ccccc3C#N)c2=O)cc1,-2,15,-9,0.2,2,-0.4,12,0.3,4
O=C(CCc1ccccc1)NNC(=S)Nc1ccc(F)cc1,-6,-14,-12,1.4,-2,-0.5,-8,0.5,8
OC(c1ccc(F)cc1)c1nc(-c2ccccc2)cs1 (stereo unspecified),.,.,.,.,22,.,-4,0.6,2
O=C1COC(c2ccccc2O)=NN1CCCl,.,.,.,.,3,.,22,1.0,-12
CCOCCCN(C)C1CCN(S(=O)(=O)c2csc(C(N)=O)c2)CC1,-4,-7,-11,-0.5,-9,0.1,11,0.6,-7
COc1ccc(C2CC3(CC(C)(C)NC(=S)N3)Oc3cc(O)cc(C)c32)cc1OC (stereo unspecified),-17,-3,-9,0.1,1,1.3,9,0.4,5
CC1=CC(C)(C)N2C(=O)C3(C(C#N)=C(N)Oc4cc(O)ccc43)c3cccc1c32 (stereo unspecified),-12,4,-10,1.5,8,1.2,-6,1.1,10
CCOC(=O)/C(C#N)=C/c1cc(C)n(-c2ccccc2)c1C,-4,-7,2,-1.9,19,0.3,-4,-0.3,14
COc1ccc(-c2noc(CCCC(=O)NC3CCCCC3)n2)cc1,-6,-5,6,5.4,-8,10,4,13,-1
O=C(Nc1ccccc1)Nc1cccc(-c2nnco2)c1,-13,-6,-9,3.3,-6,6.8,17,2.5,-12
CCOC(=O)CSc1ncc(OC)c(Sc2ccc(Cl)cc2)n1,2,-2,-20,0.7,18,-0.8,11,0.6,3
C/C(Cl)=C\Cn1c(O)c(N=NC(N)=S)c2ccccc21,-6,-7,-9,-2.6,9,-1.1,7,0.1,-8
O=C(O)COc1ccccc1/C=N/NC(=O)CSc1nnc(SCc2ccccc2)s1,4,-5,-18,1.1,-37,0.3,-7,0.6,-11
O=C1CC2(CCCCC2)Oc2ccc(Cl)cc21,-10,.,-5,-0.4,-2,0.8,-13,0.5,6
CCc1ccc2c(F)cccc2n1,.,.,.,.,-11,.,5,0.2,3
CCCN=C1NC(=O)C(CC(=O)NCCc2ccccc2)S1 (stereo unspecified),6,-8,-12,-0.4,6,-0.7,12,0.3,-10
CC(C)C(=O)NC(=S)Nc1ccc(S(=O)(=O)N(C)C)cc1,-7,-2,-3,-0.7,15,-0.1,-10,0.1,8
COc1cccc(N2CCN(C(=O)CN(C)S(=O)(=O)c3ccc4c(c3)c(=O)n(C)c(=O)n4C)CC2)c1,-16,-14,-23,-2.4,-1,0.3,8,2.6,-19
CCCC(c1nnnn1Cc1ccc(OC)cc1)N1CCN(C(=O)c2ccco2)CC1 (stereo unspecified),-5,9,-2,-0.7,6,0.5,1,2.1,-19
Cc1scc(C(=O)NCc2ccco2)c1-c1ccccc1,7,-2,-10,-1.7,-11,-1.7,19,-0.6,-25
COc1ccccc1-c1cc(C(=O)N/N=C/c2ccc(C)s2)c2ccccc2n1,-17,-11,-9,-1.6,27,0.0,9,0.2,-10
CCCCC(C(=O)NCCC(C)C)N(CCCN1CCOCC1)C(=O)c1snc(C(N)=O)c1N (stereo unspecified),0,-4,-11,-1.3,23,-0.7,12,-0.4,-8
NC(=O)CNC(=O)c1cccc(Cl)c1,3,-9,-18,0.8,-11,-1.3,8,0.4,-6
Cc1ccc(C(=O)CCC(=O)N(C)CC(=O)Nc2c(Cl)cccc2Cl)cc1,-4,-12,-10,-0.8,12,0.9,6,1.5,-7
CCCNC(=O)c1ccc(S(N)(=O)=O)cc1,-13,-12,-1,-0.1,-26,0.1,-26,0.5,-14
CC1Cc2nc(SCC(N)=O)n(C)c(=O)c2S1 (stereo unspecified),-1,-5,-3,0.5,-14,0.7,-6,-0.3,3
CN1C[C@@H]2[C@@H]3C(=O)N(C)C(=O)[C@@H]3[C@](C)(C1=O)N2C(=O)c1ccc(Cl)c(Cl)c1,.,.,.,.,6,.,2,-0.5,2
COc1cccc(NC(=O)COC(=O)c2c(-c3ccccc3)noc2C)c1,-4,-6,-16,-1.2,-2,-0.9,2,0.1,-29
O=C(CCC1CCN(Cc2nccs2)CC1)Nc1ccccc1,.,.,.,.,2,.,18,1.1,-10
CCCCCc1ccc(OCCCC[n+]2cccc(C)c2)c(CCCCC)c1,-9,34*,16,15,-2,16,16,-0.2,3
CCOC(=O)C1CCN(C(=O)c2cccc(NS(=O)(=O)c3ccc(F)c(F)c3)c2)CC1,-3,-10,-2,-0.7,-19,-0.9,5,0.2,-3
Cc1cccc(C)c1NC(=O)CNC(=O)c1ccc2c(c1)NC(=O)CS2,-4,.,-11,1.0,-12,0.7,22,1.0,-22
C[C@H](CO)N1C[C@H](C)[C@H](CN(C)C(=O)Nc2ccc(C(F)(F)F)cc2)Oc2ncc(-c3cccnc3)cc2C1=O,.,.,.,.,-11,.,-7,-0.2,3
Fc1ccccc1OCCSc1nc2ccccc2o1,-14,-12,-10,-2.6,3,0.1,18,0.8,-10
COc1ccc(CC(=O)OCC(=O)N2c3ccccc3CC2C)cc1OC (stereo unspecified),.,.,.,.,-4,.,21,3.0,-7
CC(C)Oc1ccc(C2CC(=O)NC2=O)cc1 (stereo unspecified),.,-17,.,.,-10,.,-18,-0.5,9
Nc1nnc(SCC(=O)NC2CCCCC2)n1-c1ccccc1,-1,-10,-4,1.2,-6,0.6,20,0.5,-17
NCCC1CN(C(=O)OCc2ccccc2)c2ccccc21 (stereo unspecified),.,.,.,.,14,.,12,4.4,-9
O=c1c2ccccc2nc(/C=C/c2cc(Br)ccc2O)n1CCO,-9,.,-15,1.3,37,3.8,6,5.4,-15
COc1ccc(NC(=S)NCc2cccnc2)cc1,-4,-11,-18,-0.2,5,1.0,-7,-0.3,7
COCCCNC(=S)Nc1ccc(N2CCCCC2)cc1,-21,4,-3,0.1,-19,1.4,-4,5.8,-4
CCCC(=O)N1CCN(C2=NS(=O)(=O)c3ccccc32)CC1,0,-10,-1,-0.2,6,0.9,9,0.0,-6
CC1(C)Cc2c(sc3[nH]c(=S)n(Cc4ccccc4)c(=O)c23)CO1,0,-5,-21,-0.4,-8,0.4,-10,0.2,4
CSc1nnc(C)c(=O)n1COC(=O)COc1ccc(F)cc1,-16,-6,-5,-0.5,-36,-0.3,2,-0.1,2
CCCN1C(=O)c2ccc(C(=O)NCc3ccco3)cc2C1=O,2,-10,-4,-0.9,12,-0.6,14,1.3,-12
Oc1ccc(C23CC4CC(CC(C4)C2)C3)cc1O,-18,12,2,0.6,-25,2.1,4,0.2,-12
CC(SCc1ccccc1)C(=O)Nc1ccc2c(c1)OCO2 (stereo unspecified),1,2,-12,-0.6,6,-0.7,0,-0.1,14
Cc1cccn2c(CN[C@@H]3CCCC[C@H]3c3ccccc3)c(C(=O)N3CCOCC3)nc12,-11,29*,-21,-1.3,31,0.2,14,5.9,-10
CC(C)c1cc(CN2CCN(CCC#N)CC2)cc(C(C)C)c1O,1,-7,-9,0.0,9,-0.5,10,0.3,-3
O=[N+]([O-])c1cccc(C2=NCCS2)c1,-4,-14,-4,-1.2,-4,-0.3,-4,1.9,0
Cc1ccsc1/C=c1\sc2ncnn2c1=O,1,-6,5,-0.1,-2,-0.1,3,0.1,1
Cc1nc2ccccn2c1C(=O)NCCCN1CCOCC1,-9,-2,8,1.6,-4,0.9,14,0.4,-10

# More entries
SMILES,OXTR potentiate,GPR7 antag,CHO parental Ca,OXTR agonist,TAAR1 antagonist,V1aR counter,M1 PAM parental,CHO-K1 Ca ag,CHO-K1 Ca antag
COCCCNC(=O)C12CCC(C)(C(=O)C1)C2(C)C (stereo unspecified),-3,8,-3,1.4,12,1.2,-1,0.0,2
O=C(NCCCN1CCCC1=O)c1ccc2c(c1)NC(=O)C(N1CCOCC1)S2 (stereo unspecified),.,-14,.,.,-24,.,-4,-0.3,-4
COc1ccc(NC(=O)Cn2c(C)cc(=O)c3ccccc32)cc1,-16,-12,-14,6.8,0,8.4,0,6.1,1
Cc1c(O)ccc(NC(=O)/C=C/c2ccccc2)c1C,-11,-4,9,2.7,17,4.4,6,3.7,-7
CCOC(=O)c1nn(-c2ccc(F)cc2)c2nc(-c3ccccc3)c(C#N)c(=O)n12,-2,-13,-10,-2.2,-14,0.5,17,0.2,-4
O=C(CSc1nnnn1-c1ccc(Cl)cc1)N1CCNC1=O,0,.,-9,0.7,-12,1.6,-12,0.4,3
CN(Cc1ccc(Cl)cc1)C(=O)CCl,-13,-12,5,-0.5,21,-0.3,3,0.1,-8
O=C1CC[C@@H](C(=O)N2CSC[C@@H]2C(=O)Nc2ccc(C(F)(F)F)cc2)N1,.,.,.,.,7,.,-10,0.0,1

# Record cards, as listed above.
# CCOC(=O)c1nn(-c2ccc(F)cc2)c2nc(-c3ccccc3)c(C#N)c(=O)n12 across the screens: OXTR potentiate = -2; GPR7 antag = -13; CHO parental Ca = -10; OXTR agonist = -2.2; TAAR1 antagonist = -14; V1aR counter = 0.5; M1 PAM parental = 17; CHO-K1 Ca ag = 0.2; CHO-K1 Ca antag = -4
# CN(Cc1ccc(Cl)cc1)C(=O)CCl across the screens: OXTR potentiate = -13; GPR7 antag = -12; CHO parental Ca = 5; OXTR agonist = -0.5; TAAR1 antagonist = 21; V1aR counter = -0.3; M1 PAM parental = 3; CHO-K1 Ca ag = 0.1; CHO-K1 Ca antag = -8
